Menin MLL FP TR: inhibitors of human menin-MLL interaction, mutant MLL peptide; 270,000 tested, 0.23% active; AID 1768; Menin + Texas Red MLL mutant peptide, fluorescence polarization; Potency, µM (titrated, usually from 61.6 µM), without a hit: at the top dose FP activity change, negative = inhibition, hits mostly inhibitors; active means well fitted inhibition curve with a large enough effect in the polarisation, with a control signal flat, not every such curve was filed as active; inconclusive means small, poorly fitted or top-dose-only effect, or effect the other way, or a change in a side signal; inactive means no such curve, though single readings can be large or run the other way; the % refers to the polarisation; further: potency means the concentration at half of the fitted maximal effect; % of control where 0% means no effect; many of its hits are not listed in these tables
Rab9 prom act: activates the Rab9 promoter; Huh7 Rab9 promoter-luciferase reporter, luminescence, 24 h; Potency, µM (series often up to 9.22 µM), for the others: top-dose activation, negative = inhibition, most hits filed as activators; 320,000 tested, 2.8% active; AID 485297; further: potency means the concentration at half of the fitted maximal effect; % of control where 0% means no effect; nearly all actives have a fitted effect of over 60% in size
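Huh7 cells stably carrying a Rab9 promoter-luciferase reporter, 1500 cells per well in OP-MEM I with 10% FBS, treated with compound 24 hours at 37C. Luciferase activity read by luminescence after 10 minutes with Amplite reagent.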
RORg inh: blocks mouse ROR gamma transcriptional activity. P51450. Drosophila S2 Gal4-RORgamma UAS-luciferase reporter, 20 h. Potency, µM (top dose mostly 53.6 µM), without a hit: at the top dose activity change, negative = inhibition, actives largely listed as inhibitors. 310,000 tested, 5.4% active. AID 2551; further: potency means the concentration at half of the fitted maximal effect; on the % scale 0 is the no-effect control and ±100 the full control effect; nearly all actives have a fitted effect of over 60% in size
Target sequence (P51450 whole entry, looked up, the tested form may be a part): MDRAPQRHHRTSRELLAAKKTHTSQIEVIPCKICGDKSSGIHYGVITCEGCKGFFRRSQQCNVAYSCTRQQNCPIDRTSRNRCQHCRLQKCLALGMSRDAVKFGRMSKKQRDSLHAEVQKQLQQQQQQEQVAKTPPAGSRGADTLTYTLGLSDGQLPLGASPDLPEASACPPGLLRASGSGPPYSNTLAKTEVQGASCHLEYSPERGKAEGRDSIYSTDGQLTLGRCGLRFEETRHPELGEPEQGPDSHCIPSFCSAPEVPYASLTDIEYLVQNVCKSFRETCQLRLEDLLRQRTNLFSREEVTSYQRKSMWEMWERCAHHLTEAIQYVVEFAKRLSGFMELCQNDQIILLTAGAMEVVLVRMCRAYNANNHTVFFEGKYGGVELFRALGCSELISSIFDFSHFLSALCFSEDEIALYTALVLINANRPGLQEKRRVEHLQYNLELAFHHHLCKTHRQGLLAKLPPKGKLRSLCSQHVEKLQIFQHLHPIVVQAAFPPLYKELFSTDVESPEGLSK
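In this cell-based reporter format, copper sulfate (700 uM final) drives Gal4–ROR gamma fusion expression from a metallothionein promoter in Drosophila Schneider cells; compounds preincubated 1 hr, reporter read after 20 hr at ambient temperature.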
BRCA1 expr up: increases BRCA1 expression. 380,000 tested, 1.1% active. MCF7-BRCA1-FFLuc reporter, luminescence, 48 h; response scale: scaled: vehicle 0%, 10 µM genistein 100%. Potency, µM (doses to about 46.1 µM), inactives show at the highest dose activation, usual class: activators. AID 624202; further: potency means the concentration at half of the fitted maximal effect; nearly all actives have a fitted effect of over 80% in size; some results filed as inactive show a strong effect at the top dose
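48 h compound treatment of MCF7-BRCA1-FFLuc cells (phenol-red free MEM, 37 °C), then 15 min with luciferase substrate and luminescence imaging.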
ELG1 genotox: inducers of genotoxicity in HEK293T ELG1-luciferase cells; HEK293T ELG1-luciferase reporter, luminescence, 16 h; Potency, µM (top dose mostly 46 µM), for inactives: top-dose activity change, positive = activation, actives largely listed as activators; 330,000 tested, 1.3% active; further: potency means the concentration at half of the fitted maximal effect; % of control where 0% means no effect; nearly all actives have a fitted effect of over 60% in size
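DMSO vehicle served as control against compound-treated ELG1-luciferase HEK293T cells; exposure lasted 16 hr at 37 °C and 5% CO2, followed by ONE-Glo luminescence detection after 30 min.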
p53 reactivator: restores transcriptional activity of mutant p53; H1299 p53-A138V BP100-luciferase reporter, luminescence, 24 h; AID 504706; 320,000 tested, 0.063% active; Potency, µM (top dose mostly 92.2 µM), for inactives: at the highest dose activity change, positive = activation, actives largely listed as activators; further: potency means the concentration at half of the fitted maximal effect; % of control where 0% means no effect; nearly all actives have a fitted effect of over 45% in size
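H1299 (p53-null), stable ts p53-A138V + BP100-Luc; 1000 cells/well, Opti-MEM/10% FBS; cpd 4 pt, 1:5; 24 h, 37 deg C, 5% CO2; detection reagent 10 min RT; luminescence.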
NPC1 prom act: NPC1 promoter activation; Huh7 NPC1 promoter luciferase reporter, 24 h; 320,000 tested, 2.4% active; AID 485313; Potency, µM (highest dose often 9.22 µM), inactives show top-dose activation, most hits filed as activators;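 further: potency means the concentration at half of the fitted maximal effect; % of control where 0% means no effect; nearly all actives have a fitted effect of over 60% in size; reporter is driven by a mutant NPC1 promoter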
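Luciferase expression driven by the NPC1 promoter was measured in stably transfected Huh7 cells after a 24 h compound incubation, using a luciferase reagent and a luminescence read.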
Gal4-VP16 FLuc: Gal4-VP16 reporter inhibition counter-screen; Drosophila S2 Gal4-VP16 UAS-luciferase, luminescence, 20 h; Potency, µM (highest dose often 53.6 µM), inactives show at the highest dose activity, negative = inhibition, hits mostly inhibitors; 310,000 tested, 3.5% active; AID 2546;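 further: Gal4-VP16 expression switched on by copper sulfate through the metallothionein promoter; potency means the concentration at half of the fitted maximal effect; on the % scale 0 is the no-effect control and ±100 the full control effect; nearly all actives have a fitted effect of over 50% in size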
FLuc modulator: firefly luciferase modulation, counter-screen for miR-21 project; P08659; purified FLuc, Km substrates, luminescence inhibition; Potency, µM (top dose mostly 57.5 µM), without a hit: at the highest dose activity change, negative = inhibition, actives largely listed as inhibitors; 360,000 tested, 6.9% active;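 further: potency means the concentration at half of the fitted maximal effect; plate controls were vehicle for no effect and reference inhibitor for full effect; nearly all actives have a fitted effect of over 55% in size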
Target sequence (P08659 whole entry, looked up): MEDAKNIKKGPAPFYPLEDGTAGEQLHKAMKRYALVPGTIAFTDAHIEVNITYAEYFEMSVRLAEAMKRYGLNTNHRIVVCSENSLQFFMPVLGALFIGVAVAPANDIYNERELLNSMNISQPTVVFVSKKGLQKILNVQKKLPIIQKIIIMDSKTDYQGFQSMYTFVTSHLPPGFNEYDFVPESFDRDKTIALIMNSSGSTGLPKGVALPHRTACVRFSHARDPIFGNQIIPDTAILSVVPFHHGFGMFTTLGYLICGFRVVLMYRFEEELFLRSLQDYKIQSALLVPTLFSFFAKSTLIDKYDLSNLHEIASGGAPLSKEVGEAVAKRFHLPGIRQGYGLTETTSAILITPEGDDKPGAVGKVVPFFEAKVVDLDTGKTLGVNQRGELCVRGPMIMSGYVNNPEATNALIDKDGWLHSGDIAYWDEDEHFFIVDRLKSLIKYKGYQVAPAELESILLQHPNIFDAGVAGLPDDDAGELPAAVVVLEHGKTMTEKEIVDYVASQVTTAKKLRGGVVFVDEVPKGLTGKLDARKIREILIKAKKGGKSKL
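Purified P. pyralis luciferase (10nM final) with 10uM D-luciferin and 10uM ATP (Km levels) in 50mM Tris acetate pH 7.5, 10mM Mg acetate, 0.01% Tween-20, 0.05% BSA; qHTS 6-point titration, ~60 µM downward; luminescence read.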
Giardia kill: Giardia lamblia killing. activity change, % at 7.66 µM, hits read low. 340,000 tested, 0.15% active. Giardia lamblia trophozoite viability; in the data active means activity change below about -80%; inconclusive means between about -30% and that limit;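 further: parasites exposed to compound for two days anaerobically before the ATP read; on the % scale 0 is the no-effect control and ±100 the full control effect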
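Media and compound were dispensed first, then trophozoites at 100 cells/well; plates sat 48 hrs at 37 deg C without oxygen before ATP luminescence reagent was added and read after 15-30 min at room temperature.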
PKM2 act: activators of human pyruvate kinase M2; P14618; purified PKM2, Kinase-Glo ATP luminescence, activation; response scale: 0% is enzyme alone, no compound; Potency, µM (doses to about 57.5 µM), without a hit: at the top dose activation, actives largely listed as activators; 260,000 tested, 0.34% active; AID 1631; further: potency means the concentration at half of the fitted maximal effect; on the % scale 0 is the no-effect control and ±100 the full control effect; nearly all actives have a fitted effect of over 55% in size
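ATP formation by purified human PK-M2, quantified via coupled luciferase luminescence after 1 h at room temperature with 0.1 mM ADP and 0.5 mM PEP final.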
An asterisk follows results filed as active; ? = inconclusive; · = no result given; & = joins results of further samples; [ ] = another dose, or the depositor's remark. Unless noted, the call rests on the fitted dose curve; in most records, active means well fitted curve in the direction sought with a large enough effect; inconclusive means small, poorly fitted or top-dose-only effect, or another doubt; inactive means no such curve, though single readings can be large; an effect the other way counts as inactive or inconclusive. The list is partial. The share of hits here may be higher or lower than overall.

Each structure is followed by: PKM2 act	Menin MLL FP TR	NPC1 prom act	Rab9 prom act	Gal4-VP16 FLuc	Giardia kill	RORg inh	FLuc modulator	BRCA1 expr up	ELG1 genotox	p53 reactivator
- CCOC(=O)c1sc2nc(C)n(N)c(=O)c2c1C
→ 3%	20%	-1%	-2%	1%	-17	9%	-1%	20%	7%	14%
- O=C(COC(=O)Cn1cnc2ccccc2c1=O)NCC12CC3CC(CC(C3)C1)C2
→ -2%	12%	-9%	-4%	-1%	-5	39%	6%	-18%	9%	2%
- C/C(=N\NC(=O)c1cc(C2CC2)nc2ccccc12)c1ccc(C)s1
→ -4%	8%	-1%	-1%	-3%	-8	-30%	1%	-16%	-1%	-1%
- Nc1ccc(C(=O)OCC(=O)NC2CC2)cc1[N+](=O)[O-]
→ 5%	4%	0%	-3%	2%	-2	13%	3%	26%	0%	2%
- CC(C)c1ccccc1NC(=S)NCCCn1ccnc1
→ -10%	19%	2%	-11%	4%	13	-16%	0%	2%	-3%	-1%
- O=C(OCCN1C(=O)c2ccccc2C1=O)c1cnccn1
→ 13%	-4%	-4%	-5%	-6%	10	-3%	6%	3%	4%	3%
- Cc1ccccc1NC(=O)CCS(=O)(=O)c1cccc2nonc12
→ ·	?	-2%	3%	-12%	-2	-18%	0%	-19%	-12%	6%
- CCn1nnnc1SCC(=O)Nc1ccc2c(c1)OCCO2
→ 5%	8%	2.8µM*	?	-10%	13	?	15µM*	74%	?	10µM*
- Cc1sc2nc(SCC(=O)OC(C)C)n(C)c(=O)c2c1C
→ -5%	-13%	-2%	-4%	-26%	-6	-37%	0%	-5%	0%	-2%
- COC(=O)c1ccc(NC(=O)CSc2ccc(-c3ccccn3)nn2)cc1
→ 2%	·	15%	20%	-18%	-7	-22%	-20%	1%	11%	1%
- Cc1cc(C)cc(NC(=S)N2CCN(c3ncccn3)CC2)c1
→ 2%	-8%	-2%	-3%	?	-30	14µM*	-2%	6%	-6%	-12%
- O=C(CN1CCCc2ccccc21)Nc1ccc(F)cc1[N+](=O)[O-]
→ 0%	-2%	-2%	2%	5%	5	?	-2%	-14%	3%	12%
- O=C(Nc1nc2ccccc2[nH]1)C1CCN(C(=O)c2ccc(F)cc2)CC1
→ ·	·	-4%	-1%	·	-15	·	-14%	-16%	-2%	-5%
- COc1ccc(CC(=O)Nc2ccc(S(=O)(=O)Nc3ncccn3)cc2)cc1
→ 0%	·	0%	-6%	2%	-3	0%	-1%	-24%	0%	-2%
- O=C1CCN(C(=O)c2cccs2)c2ccccc21
→ -2%	2%	-1%	-2%	3%	15	-12%	-2%	0%	0%	-8%
- O=C(c1ccc([N+](=O)[O-])s1)N1CCCc2ccccc21
→ ·	·	1%	2%	-13%	?	-13%	-2%	-87%	-14%	?
- C=Cn1c(C(=O)O)cc(CC)c1-c1ccccc1
→ 1%	-7%	0%	-6%	-5%	16	?	5%	4%	0%	-13%
- COc1ccc(CN2CCCC(C(=O)N3CCCCC3)C2)c(OC)c1 (stereo not drawn)
→ 0%	-15%	5%	5%	0%	5	3%	-3%	-8%	-5%	-9%
- Cc1cccc(NC(=O)CSc2nnc([C@@H]3CCCN3C(=O)OC(C)(C)C)o2)c1C
→ -1%	-6%	-1%	5%	-2%	-1	-16%	1%	-16%	-2%	25%
- CCOC(=O)c1c(NC(=O)Cn2ccsc2=N)sc(C)c1C
→ -3%	-15%	-4%	9%	2%	2	-2%	-2%	12%	-3%	-1%
- CCOC(=O)N1CCN(C(=O)c2ccc(CN(c3ccc(C)c(C)c3)S(C)(=O)=O)cc2)CC1
→ 0%	-12%[11.7 µM]	-2%	-19%	6%	-11	17%	3%	-55%	-8%	3%
- COc1cccc(NC(=O)NCc2ccc(F)cc2)c1
→ -7%	14%	16%	-1%	8%	-23	13%	?	83%	10%	5%
- COC(=O)Nc1[nH]ncc1[N+](=O)[O-]
→ 4%	3%	-5%	-6%	1%	0	-34%	-2%	17%	0%	0%
- O=C(/C=C/c1ccccc1)c1cc(Br)ccc(=O)c1O
→ -1%	?	-16%	-13%	?	-12	?	2%	-82%	-21%	?
- Cc1cccc(N2CCN(Cc3nc(-c4ccc(F)cc4F)oc3C)CC2)n1
→ 2%	-18%	-1%	-3%	-11%	-14	-14%	2%	-20%	-6%	-2%
- Cn1c2c(c(=O)n(C)c1=O)C(c1ccccc1F)C(C#N)=C(N)O2 (stereo not drawn)
→ 0%	-8%	7%	14%	-6%	-12	-8%	-12%	-7%	8%	-4%
- O=S(=O)(Cc1ccccc1Cl)N1CCCC1
→ 5%	0%	0%	-2%	7%	3	2%	-1%	-6%	4%	-4%
- COC(=O)C(NS(=O)(=O)c1ccc(F)cc1)c1ccccc1 (stereo not drawn)
→ -1%	-7%	-7%	-4%	2%	27	-4%	0%	-5%	-3%	-1%
- COc1ccc(S(=O)(=O)N2CCC(C(=O)NCCc3ccccc3)CC2)cc1OC
→ -4%	13%	1%	0%	4%	-2	20%	-1%	-3%	-2%	4%
- CCN(CC)S(=O)(=O)c1ccc(C(=O)N2CCN(CCN3C(=O)c4cccc5cccc(c45)C3=O)CC2)cc1
→ 1%	0%	-6%	-8%	12%	·	-1%	1%	·	2%	0%

Three compounds already listed, ordered by the value under BRCA1 expr up, largest number first.
molecule,PKM2 act,Menin MLL FP TR,NPC1 prom act,Rab9 prom act,RORg inh,BRCA1 expr up,p53 reactivator
COC(=O)Nc1[nH]ncc1[N+](=O)[O-],4%,3%,-5%,-6%,-34%,17%,0%
COC(=O)C(NS(=O)(=O)c1ccc(F)cc1)c1ccccc1 (stereo not drawn),-1%,-7%,-7%,-4%,-4%,-5%,-1%
Cc1cccc(N2CCN(Cc3nc(-c4ccc(F)cc4F)oc3C)CC2)n1,2%,-18%,-1%,-3%,-14%,-20%,-2%

The list goes on.
Each structure is followed by: PKM2 act	Menin MLL FP TR	NPC1 prom act	Rab9 prom act	Gal4-VP16 FLuc	Giardia kill	RORg inh	FLuc modulator	BRCA1 expr up	ELG1 genotox	p53 reactivator
- CCOc1ccc(OCc2cccc(C(=O)N3CCOCC3)c2)cc1
→ 0%	-6%	0.089µM*	0.089µM*	-26%	?	?	0.3µM*	-81%[inhibitor]	0.13µM*	-23%
- O=C(Oc1ccc2ccc(O)cc2c1)C1CCCCC1
→ -13%	?	1%	-4%	-4%	16	-15%	17µM*	1%	-5%	-8%
- CCC1CCCCN1S(=O)(=O)c1ccc(C(=O)Nc2nnc(-c3cccs3)o2)cc1 (stereo not drawn)
→ 5%	?	-28%	-25%	0.32µM*	?	0.32µM*	9%	-73%	-6%	28%
- CCc1nn(CCCC(=O)Nc2ccc(C)c(C)c2)c(=O)c2cc3occc3n12
→ ·	-8%	-3%	-6%	-2%	2	21%	2%	-21%	-7%	-11%
- CSc1cccc(CN2CCN(Cc3ccc(F)c(F)c3)C(CCO)C2)c1 (stereo not drawn)
→ 2%	2%	-6%	-2%	12%	-4	-10%	1%	-28%	-6%	-2%
- CCc1c(C)nc(SCC(=O)Nc2ccc3c(c2)OCCO3)[nH]c1=O
→ 1%	2%	-1%	-7%	18%	2	?	?	-39%	4%	5%
- Cc1ccc(NC(=O)C2=CC(c3cccs3)=NS(=O)(=O)N2C)cc1
→ 3%	?	8%	13%	-2%	-3	-7%	-3%&-6%	-8%	8%	·
- Cc1ccnc(N2CCCC(C(=O)NCc3cccs3)C2)n1 (stereo not drawn)
→ -13%	?	0%	-1%	0%	12	?	-6%	-2%	-6%	-2%
- O=C(COC(=O)c1ccc(F)c(S(=O)(=O)N2CCCCC2)c1)NCc1ccc(F)cc1
→ -12%	-1%	-1%	-3%	3%	12	9%	-7%	-14%	0%	28%
- COc1ccc(-c2nnn(Cc3ccccc3F)n2)cc1
→ -10%	3%	3.5µM*	3.2µM*	?	1	?	11µM*	4µM*	?	?
- CN1C2CCC1CC(NC(=O)c1cc(S(=O)(=O)N(C)C)c(Cl)cc1Cl)C2 (stereo not drawn)
→ ·	·	-2%	1%	·	11	·	-3%	-4%	0%	-1%
- COC(=O)C1=C(C)N(c2ccc(S(N)(=O)=O)cc2)C(=O)C1
→ 0%	2%[11.7 µM]	3%	7%	-10%	-8	-6%	1%	19%	2%	0%
- Cc1cccc(N2CCN(C(=O)C3COc4ccccc4O3)CC2)c1C (stereo not drawn)
→ 2%	-16%	2%	12%	-7%	0	41%	?	38%	-2%	1%
